# TRPC4 act – activators of mouse TRPC4 channel, primary screen, Fluo4 calcium, HEK293 TRPC4beta/mu-opioid cells; actives 0.49% (n = 310,000); B-score at 10 µM; AID 2237, 2010; Fluo4 calcium fluorescence; stronger effect = higher value;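 active means B-score above 5 SD of library B-scores, and initial fluorescence ratio not above library mean plus 5 SD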;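 further: positive B-score marks a calcium rise read as TRPC4 activation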
#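 Incubation: 45 min room-temperature Fluo4 loading, 110 s read / System: HEK293 cells stably co-expressing mouse TRPC4beta and mu-opioid receptor / Signal: Fluo4 fluorescence, kinetic / Control set: buffer (low) and maximal DAMGO (high) / Measure: integrated baseline-normalised fluorescence ratio, converted to per-well B score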
# PolyA inh – polyadenylation inhibitors in yeast reporter cells, primary screen, luminescence, S. cerevisiae | S. cerevisiae SKY197-pL101 polyadenylation reporter, beta-gal luminescence; efflux-impaired pdr1/pdr3 knockout yeast; score 100 = 6 SD above DMSO | calls only at 12 µM | actives 0.02% (n = 300,000) | AID 1875, 2009;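 active means lowest replicate activity score at least 50, where 100 means six control SD above control mean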;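 further: yeast exposed to compound for 9 h at 30 °C; higher score means more reporter readthrough which indicates perturbed polyadenylation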
# Dyrk1A ADPGlo – rat Dyrk1A kinase inhibitors, primary screen, biochemical, single point, plate reader; Dual specificity tyrosine-phosphorylation-regulated kinase 1A (Rattus norvegicus), Q63470; ADP-Glo luminescence, NFATc1 peptide; inhibition, % at 12.5 µM; actives 0.43% (n = 310,000); in the data active means inhibition above about 50%;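 further: plate controls were vehicle with enzyme for no effect and no enzyme for full effect; many of its hits are not listed in these tables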
# KCNQ1 act – potentiators or activators of KCNQ1 channel, primary screen, cell-based, thallium flux, high-throughput; Potassium voltage-gated channel subfamily KQT member 1 (Homo sapiens), P51787; CHO-K1 KCNQ1, thallium flux FluxOR fluorescence; stronger effect = higher value; B-score at 10 µM; actives 0.35% (n = 310,000);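 active means fluorescence ratio B-score, a plate-corrected score, at least three library SD, with initial intensity B-score within 5 SD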
# Target sequence (P51787 whole entry, looked up): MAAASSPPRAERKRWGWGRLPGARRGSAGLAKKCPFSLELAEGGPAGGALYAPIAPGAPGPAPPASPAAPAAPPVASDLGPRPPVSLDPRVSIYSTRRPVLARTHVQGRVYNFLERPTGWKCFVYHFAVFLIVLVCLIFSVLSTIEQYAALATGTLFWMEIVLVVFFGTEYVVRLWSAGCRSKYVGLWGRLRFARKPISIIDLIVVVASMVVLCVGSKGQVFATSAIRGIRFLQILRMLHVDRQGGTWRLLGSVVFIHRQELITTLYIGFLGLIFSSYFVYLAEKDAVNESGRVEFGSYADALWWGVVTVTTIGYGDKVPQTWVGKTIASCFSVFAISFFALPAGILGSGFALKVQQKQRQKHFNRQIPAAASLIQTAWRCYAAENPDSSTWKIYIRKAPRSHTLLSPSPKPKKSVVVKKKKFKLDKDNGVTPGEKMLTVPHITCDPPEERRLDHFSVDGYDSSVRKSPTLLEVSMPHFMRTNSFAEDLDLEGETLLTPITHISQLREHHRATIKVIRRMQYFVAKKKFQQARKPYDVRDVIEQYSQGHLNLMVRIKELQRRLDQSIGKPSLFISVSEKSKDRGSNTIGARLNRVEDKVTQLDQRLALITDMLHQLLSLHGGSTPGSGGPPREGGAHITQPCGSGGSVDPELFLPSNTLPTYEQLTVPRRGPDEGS
#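 Assay system: CHO-K1 cells stably expressing KCNQ1; Medium: assay buffer with matched DMSO; Also added: K+/Tl+ depolarizing stimulus; Dosing: single dose; Timing: dye 90 min, compound 20 min, room temperature; Measured by: kinetic FluxOR thallium fluorescence, 10-s 1-Hz baseline, 110-s post-stimulus read; Read-out: peak-minus-minimum fluorescence over initial fluorescence, negative-control normalized, B-scored.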
# KCNK9 inh – KCNK9 potassium channel inhibitors, primary screen, HEK293 cells, thallium flux; Potassium channel subfamily K member 9 (Homo sapiens), Q9NPC2; B-score at 10 µM; actives 1.2% (n = 310,000); FluxOR thallium flux fluorescence; stronger effect = lower value;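 active means ratio B-score over 3 SD below the library mean, with starting fluorescence within 5 SD of its mean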;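 further: negative B-score means less thallium flux so channel inhibition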
# Target sequence (Q9NPC2 whole entry, looked up): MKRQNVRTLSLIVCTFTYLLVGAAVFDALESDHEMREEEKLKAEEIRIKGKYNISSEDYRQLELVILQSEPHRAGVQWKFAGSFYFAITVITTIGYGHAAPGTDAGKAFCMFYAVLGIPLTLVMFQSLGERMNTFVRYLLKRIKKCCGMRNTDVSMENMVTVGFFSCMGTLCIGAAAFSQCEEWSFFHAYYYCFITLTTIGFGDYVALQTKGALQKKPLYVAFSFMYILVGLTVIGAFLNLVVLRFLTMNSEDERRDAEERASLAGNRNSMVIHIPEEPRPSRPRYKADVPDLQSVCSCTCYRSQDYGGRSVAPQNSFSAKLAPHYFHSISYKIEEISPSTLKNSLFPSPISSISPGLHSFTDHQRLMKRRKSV
# hERG protect – hERG rescue from dofetilide block, primary screen, cell-based, CHO-hERG, FluxOR thallium flux, dofetilide IC70. Voltage-gated inwardly rectifying potassium channel KCNH2 (Homo sapiens), Q12809. dofetilide IC70 present. activation (rescue from dofetilide block), less the hit threshold, % at 10 µM. actives 0.51% (n = 310,000);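 active means activation above the mean of controls blocked by dofetilide plus 5 SD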;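 further: thallium influx through hERG after potassium depolarization seen as dye fluorescence rise; in these data hits start at about 4.7%; inactives centre near -7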
# TRPC4 PAM – positive allosteric modulators of TRPC4, primary screen, cell-based, mouse TRPC4beta, HEK293 mu-opioid, Fluo-4 calcium | DAMGO EC20, Fluo-4 Ca2+ flux; stronger effect = higher value | B-score at 10 µM | Short transient receptor potential channel 4 (Mus musculus), Q9QUQ5 | actives 0.42% (n = 310,000);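 active means B-score of calcium response area above 5 SD of library B-scores, with initial fluorescence ratio within 5 SD of library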;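 further: B-score of integrated fluorescence ratio over time as area under calcium response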
# KCNK3 inh – human KCNK3 channel inhibitors, primary screen, CHO cells, FluxOR thallium flux, B-score | actives 0.84% (n = 340,000) | B-score at 10 µM | AID 602410, 2012 | FluxOR fluorescence; stronger effect = lower value | Potassium channel subfamily K member 3 (Homo sapiens), O14649;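 active means B-score under library mean minus 4 SD, starting fluorescence ratio at most library mean plus 5 SD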;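 further: more negative B-score means stronger inhibition of thallium flux through KCNK3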
# Platelet DG rel – inhibitors of platelet dense granule secretion, primary screen, cell-based, MLPCN, human platelets; human platelet-rich plasma, SFLLRN dense granule ATP release, luminescence; inhibition, %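 (compounds screened at 7.5 µM in platelet-rich plasma)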; actives 0.22% (n = 300,000);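 active means mean replicate score, as percent of positive control, at or above 50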
# TRPC4 inh – inhibitors of mouse TRPC4 channel, primary screen, Fluo4 calcium, HEK293 TRPC4beta/mu-opioid cells. DAMGO-evoked Fluo4 calcium flux; stronger effect = lower value. B-score at 10 µM. actives 0.39% (n = 300,000);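 active means B-score over 3 SD under the library average, no early fluorescence shift, positive overall ratio signal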
#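 Material: HEK293 cells with stable TRPC4beta plus mu-opioid receptor expression / Probe or stimulus: DAMGO in two steps, submaximal then maximal / Compound: single concentration per test compound / Technique: kinetic Fluo4 fluorescence imaging of calcium influx / Read-out: per-well B score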
# KCNQ1 inh – inhibitors of human KCNQ1 channel, primary screen, cell-based, thallium flux, high-throughput. actives 1.3% (n = 310,000). Potassium voltage-gated channel subfamily KQT member 1 (Homo sapiens), P51787. B-score at 10 µM. CHO-K1 KCNQ1, FluxOR thallium flux fluorescence; stronger effect = higher value;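 active means compounds whose thallium flux B-score, printed positive for inhibition, exceeds three library SD while starting fluorescence stays within three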;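 further: channel opened by potassium depolarization with thallium stimulus after 20 min compound exposure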
# * hit, by the source's call; i = inactive; nt = not tested or not shown. An excerpt; rates above refer to the full screens.
smiles | Dyrk1A ADPGlo | Platelet DG rel | TRPC4 act | KCNQ1 inh | TRPC4 PAM | KCNQ1 act | hERG protect | KCNK9 inh | KCNK3 inh | PolyA inh | TRPC4 inh
O=C(NNC(=O)c1cc2ccccc2cc1O)Nc1ccc(F)cc1F | -2 | -7 | i | i | i | i | -3 | i | i | i | i
Cc1ccc2c(COC(=O)c3ccccc3Br)cc(=O)oc2c1 | -4 | -24 | i | i | i | i | -10 | i | i | i | i
CCCn1c(COc2ccccc2)nc2ccccc21 | -6 | 3 | i | i | i | i | -12 | i | i | i | i
O=C(COC(=O)CCC(=O)c1ccc(F)cc1)Nc1cccc(S(=O)(=O)N2CCOCC2)c1 | nt | 4 | i | i | i | i | -15 | i | i | i | i
O=C(O)Cn1nnnc1SCC(=O)Nc1ccc(F)cc1F | -2 | 2 | i | i | i | i | -9 | i | i | i | i
CCc1ccc(C(=O)NNC(=O)c2c(CC)noc2C)cc1 | -3 | 8 | i | i | i | i | -18 | i | i | i | i
N#Cc1nc(-c2cccs2)oc1N1CCN(c2ccccc2)CC1 | 2 | 2 | i | i | i | i | -15 | i | i | i | i
COc1ccc(NC(=O)CCN2CCC(C)CC2)cc1 | 1 | 0 | i | i | i | i | -7 | i | i | i | i
O=C(CCNC(=O)c1ccccc1Cl)Nc1ccccc1N1CCCC1 | nt | -10 | i | i | i | i | -6 | i | i | i | i
CCOC(=O)CCCNC(=O)CSc1nc2ccc(OCC)cc2[nH]1 | nt | 9 | i | i | i | i | 7.2* | i | i | i | i
Cc1ccc(NC(=O)C(=O)NCCCN2CCOCC2)c(C)c1 | 15 | 0 | i | i | i | i | 2 | i | i | i | i
CCOc1ccc(NC(=O)CS(=O)CC(=O)N(CC(=O)NC(C)(C)C)C2CCCC2)cc1 (configuration not stated) | -1 | -5 | i | i | i | i | -10 | i | i | i | i
COc1ccc2[nH]c(C)c(CCNC(=S)Nc3ccccc3C)c2c1 | -10 | -27 | i | i | i | i | -16 | i | i | i | i
Cc1ccc(C)c(S(=O)(=O)N(C)C2(C)CCS(=O)(=O)C2)c1 (configuration not stated) | -4 | 4 | i | i | i | i | -11 | i | i | i | i
COc1ccc(C(=O)NNC(=S)NC(=O)c2ccc(OC)cc2)cc1 | nt | 3 | 78* | i | i | i | -9 | i | i | i | i
COc1cc2c(cc1OC)C(Cc1ccc(O)cc1)N(C)CC2 (configuration not stated) | 0 | 5 | i | i | i | i | -5 | i | i | i | i
CCCC(=O)Nc1ccccc1-c1nnn(CC(=O)Nc2ccc(OCC)cc2)n1 | 3 | 1 | i | i | i | i | -5 | i | i | i | i
O=C1c2ccccc2C(Nc2ccc(-c3nc4ccccc4[nH]3)cc2)N1Cc1ccco1 (configuration not stated) | -3 | -2 | i | i | i | i | -13 | i | -11* | i | i
COc1ccc(OC(C)C(=O)N2CCOCC2)cc1 (configuration not stated) | 0 | 0 | i | i | i | i | -13 | i | i | i | i
O=C(Nc1ccc(S(=O)(=O)N2CCCC2)cc1)c1cccnc1Cl | 7 | 1 | i | i | i | i | -16 | i | i | i | i
C=C(C)COc1ccc(-c2ncncc2-c2ccc(Cl)cc2)c(O)c1 | 0 | -4 | i | i | i | i | -4 | i | i | i | i
CCC(=O)NNc1cc(=O)c2c(=O)n(C)c(=O)n(C)c2[nH]1 | 3 | -11 | i | i | i | i | -11 | i | i | i | i
Cc1cc(F)ccc1S(=O)(=O)N(C(=O)c1ccncc1)c1ccc(OC(=O)c2ccncc2)cc1 | -2 | 1 | i | i | i | i | -9 | i | i | i | i
S=C(N/N=C1\CCc2ccccc21)NC1CCCCC1 | 4 | -1 | i | i | i | i | -10 | i | i | i | i
O=c1c2c(nc3cc(-c4ccc(F)cc4)[nH]n13)CCCC2 | 9 | 3 | i | i | i | i | -3 | i | i | i | i
O=c1c2cn[nH]c2nc(SCc2c(F)cccc2F)n1-c1ccc(Cl)cc1 | -7 | 6 | i | i | i | i | -22 | i | -9.3* | i | i
COCc1c(CCl)cnc(C)c1O | 0 | 2 | i | i | i | i | -1 | i | i | i | i
CCOc1ccc(NC(=O)N(C2CCCC2)C2CCN(C(C)=O)CC2)cc1 | -4 | -12 | i | i | i | i | -10 | i | i | i | i
CCN1CCN(c2ccc(S(=O)(=O)N3CCCCC3)cc2NC(=O)/C=C/c2ccc(F)cc2)CC1 | -3 | 11 | i | i | i | i | -13 | i | i | i | i
COc1ccc(Cc2nnc(NC(=O)Cn3cnc4c3c(=O)n(C)c(=O)n4C)s2)cc1 | -5 | -5 | i | i | i | i | 1 | i | i | i | i
O=C(COC(=O)/C=C/c1cccc(Br)c1)NCc1ccco1 | -12 | 4 | i | i | i | i | -19 | i | i | i | i
Cc1ccc2cc(CN(C(=O)c3ccncc3)C(C)C)c(=O)[nH]c2c1 | 23 | 2 | i | i | i | i | -8 | i | i | i | i
O=C(N/N=C/c1sc(N2CCOCC2)nc1-c1ccccc1)c1ccccc1O | nt | 8 | i | 9* | i | i | -13 | i | i | i | i
CCOc1ccc(-c2nc(N)ncc2Oc2ccc(OC)cc2)c(O)c1 | 3 | -1 | i | i | i | i | -2 | i | i | i | i
CC1=NNC(=O)C1C(c1ccc(F)cc1)C(C#N)C#N (configuration not stated) | 3 | 4 | i | i | i | i | 1 | i | i | i | i
Cc1cccc(OCC(O)Cn2c(N3CCCCC3)nc3c2c(=O)[nH]c(=O)n3C)c1 (configuration not stated) | 2 | 3 | i | i | i | i | -2 | i | i | i | i
Cc1ccc(NC(=O)CCc2ccc(C)o2)c(C)c1 | -7 | -7 | i | i | i | i | -3 | i | i | i | i
c1ccc(CN2C3=NCCN3c3ccccc32)cc1 | 1 | 10 | i | i | i | i | -6 | i | i | i | i
C/C(CCN1CCCCc2nc(C)c(C)cc21)=N\O[C@@H](C)CN1CCCCc2nc(C)c(C)cc21 | nt | 0 | i | i | i | i | -4 | i | nt | i | i
COc1ccc(NC(=O)N2CC(C)OC(C)C2)cc1OC (configuration not stated) | 1 | -6 | i | i | i | i | -18 | i | i | i | i
CS(=O)(=O)N1CCN(c2ccc(C(=O)NC3C4CC5CC(C4)CC3C5)cc2[N+](=O)[O-])CC1 (configuration not stated) | -1 | 1 | i | i | i | i | -10 | i | i | i | i
CN(C)S(=O)(=O)c1cccc(NC(=O)CCc2c[nH]c3ccccc23)c1 | nt | 14 | i | i | i | i | -1 | i | i | i | i
O=C(CN1C(=O)CSC1=O)Nc1ccc2c(c1)OCCO2 | -11 | -4 | i | i | i | i | -4 | i | i | i | i
Cc1onc(-c2c(F)cccc2Cl)c1C(=O)NC(=S)NCc1cccnc1 | 4 | -21 | i | i | i | i | -9 | i | i | i | i
CCCCC[n+]1ccn(C2=C([O-])c3ccccc3C(=O)/C2=N\S(=O)(=O)c2ccc(Br)cc2)c1 | -1 | 5 | i | i | i | i | -8 | i | i | i | i
COC(=O)c1cn(NC(=O)c2cc(OC)cc(OC)c2)c(=O)c2ccccc12 | -5 | -4 | i | i | i | i | -17 | i | i | i | i
COc1cc2c(cc1OC)C(C)N(C(=O)Cn1ncc3c1-c1ccccc1OC3)CC2 (configuration not stated) | 28 | 3 | i | i | i | i | -6 | i | i | i | i
OCCC1CN(C2CCC2)CCN1Cc1ccc(F)c(F)c1 (configuration not stated) | 5 | -1 | i | i | i | i | -1 | i | i | i | i
COc1cc(N)c(Cl)cc1NC(=O)c1ccccc1 | 3 | 0 | i | i | i | i | -4 | i | i | i | i
Cc1csc(NC(=O)CSc2nc3ccccc3c(=O)[nH]2)n1 | 13 | 2 | i | i | i | i | -9 | i | i | i | i

# New compounds follow
smiles | Dyrk1A ADPGlo | Platelet DG rel | TRPC4 act | KCNQ1 inh | TRPC4 PAM | KCNQ1 act | hERG protect | KCNK9 inh | KCNK3 inh | PolyA inh | TRPC4 inh
Cc1ccc(S(=O)(=O)N(C)CCCC(=O)Nc2cccc3ccccc23)cc1 | 0 | 3 | i | i | i | i | -10 | i | i | i | i
CC(=O)N1CCCc2cc(S(=O)(=O)N3CCCC(C(=O)N4CCN(c5cccc(Cl)c5)CC4)C3)ccc21 (configuration not stated) | -7 | 1 | i | 8* | i | i | -14 | i | -9.6* | i | i
CC(=O)Nc1sc(NC(=O)c2ccc(C)cc2)nc1-c1cccs1 | -1 | -2 | i | i | i | i | -5 | i | i | i | i
O=C(NCCCN1CCOCC1)c1ccc(Cl)cc1Cl | -4 | -1 | i | i | i | i | -1 | i | i | i | i
C/C(CC(=O)Nc1cc(C)cc(C)c1)=N\NC(=O)c1ccccn1 | -4 | -1 | i | i | i | i | -5 | i | i | i | i
O=C(NNC(=O)c1ccccc1Cl)c1ccco1 | -2 | -4 | i | i | i | i | -7 | i | i | i | i
COc1ccc(-c2csc(NC(=O)COC(=O)c3ccco3)n2)cc1 | 4 | 25 | i | i | i | i | -4 | i | i | i | i
Clc1ccc(SCCN2CCNCC2)cc1 | -3 | 7 | i | i | i | i | -5 | i | i | i | i
CCCNCC(O)Cn1c2ccccc2n2c(=O)cc(C)c(C#N)c12 (configuration not stated) | 4 | 16 | i | i | i | i | -5 | i | i | i | i
CCOc1ccc2nc(NC(=O)CS(=O)(=O)c3ccc(C)cc3)sc2c1 | 13 | -3 | i | i | i | i | -12 | i | i | i | i
COc1ccc(-c2ccc(SCC(=O)Nc3cc(C)on3)nn2)cc1OC | -4 | -3 | i | i | i | i | -11 | i | i | i | i
CCN1CCN(C(=O)c2ccc(CN(c3ccc(C)c(C)c3)S(C)(=O)=O)cc2)CC1 | -4 | 3 | i | i | i | i | -6 | i | i | i | i
